Compound activity as filed in PubChem.
M5 PAM: human M5 muscarinic receptor positive allosteric modulators, primary screen, CHO-K1 cells, Fluo-8 calcium fluorescence; Muscarinic acetylcholine receptor M5 (Homo sapiens), P08912; CHO-K1 hM5, ACh EC20 PAM; 0% = ACh EC20, 100% = ACh EC100; activation, % at 3 µM; 0.3% of 360,000 active;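 active = activation above the run cutoff, the mean activation of all test compounds plus 3 SD, cut at about 18% in these data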
Target sequence (P08912 whole entry, looked up): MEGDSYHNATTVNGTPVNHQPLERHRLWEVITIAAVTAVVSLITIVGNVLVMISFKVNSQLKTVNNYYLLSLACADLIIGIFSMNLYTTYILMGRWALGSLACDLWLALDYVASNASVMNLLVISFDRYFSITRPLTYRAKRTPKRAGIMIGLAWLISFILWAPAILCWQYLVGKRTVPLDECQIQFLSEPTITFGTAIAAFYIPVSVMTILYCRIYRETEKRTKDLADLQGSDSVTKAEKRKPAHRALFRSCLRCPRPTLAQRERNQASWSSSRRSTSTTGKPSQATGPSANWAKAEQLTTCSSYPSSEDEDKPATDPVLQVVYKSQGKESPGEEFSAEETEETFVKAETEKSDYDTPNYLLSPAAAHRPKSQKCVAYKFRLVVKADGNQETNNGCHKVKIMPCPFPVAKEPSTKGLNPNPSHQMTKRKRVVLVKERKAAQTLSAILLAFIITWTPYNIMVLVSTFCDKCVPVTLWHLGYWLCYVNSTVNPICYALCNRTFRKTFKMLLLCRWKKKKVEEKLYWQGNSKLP
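system = human M5 receptor in CHO-K1 cells | reagent = EC20 acetylcholine as agonist stimulus | compound dosing = single-point, 3 µM nominal | incubation = Fluo-8 loading 80 min at 37 °C plus 30 min room temperature | detection = Fluo-8 calcium dye fluorescence, kinetic read | benchmarks = low control EC20 acetylcholine (0%), high control EC100 acetylcholine (100%)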
CHRM1 antagonist: human M1 muscarinic receptor antagonists, primary screen, CHO-K1 cells, Fluo-8 calcium fluorescence, 1536-well; Muscarinic acetylcholine receptor M1 (Homo sapiens), P11229; CHO-K1 hM1, ACh EC80 antagonist; inhibition, % at 3 µM; 1.3% of 360,000 active;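 active = percent inhibition above its own plate's cutoff, namely the mean of that plate's compound wells plus 3 SD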;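 also: peak over basal fluorescence ratio during 140 s after agonist addition; 0% = ACh EC80 plus DMSO and 100% = DMSO alone without agonist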
Target sequence (P11229 whole entry, looked up): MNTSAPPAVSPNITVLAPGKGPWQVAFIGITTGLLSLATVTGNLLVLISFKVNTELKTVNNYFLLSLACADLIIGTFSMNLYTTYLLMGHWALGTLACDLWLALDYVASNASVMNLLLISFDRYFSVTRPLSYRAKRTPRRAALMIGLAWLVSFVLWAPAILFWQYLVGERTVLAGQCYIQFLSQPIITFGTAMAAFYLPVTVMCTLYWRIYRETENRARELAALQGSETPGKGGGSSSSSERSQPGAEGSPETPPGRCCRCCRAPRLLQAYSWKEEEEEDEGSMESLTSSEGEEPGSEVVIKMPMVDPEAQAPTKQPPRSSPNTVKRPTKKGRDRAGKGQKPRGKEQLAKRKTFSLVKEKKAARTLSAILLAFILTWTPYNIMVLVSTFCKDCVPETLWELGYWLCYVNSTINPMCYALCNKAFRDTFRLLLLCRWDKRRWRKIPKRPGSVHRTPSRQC
TAAR1 agonist: human TAAR1 agonists, primary screen, Fluo-8 calcium fluorescence, CHO RD-HGA16 cells | activation, % at 3 µM | Trace amine-associated receptor 1 (Homo sapiens), Q96RJ0 | 0.99% of 360,000 active | AID 624467, 2012 | vehicle wells 0%, saturating PEA agonist 100%;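 active = activation above the mean activation of all test compounds in the run plus 3 SD, cut at about 38% in these data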
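test system = CHO RD-HGA16 cells carrying human TAAR1 plus Gα16 | schedule = 17-24 h seeding, 75 min 37 °C dye, 30 min RT | compound dosing = 3 µM single concentration | control set = DMSO and PEA EC100 | replicates = n 1 | signal = Fluo-8 fluorescence, 5 s baseline then 140 s kinetic read | measure = percent activation vs PEA EC100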
CHRM1 PAM: human M1 muscarinic receptor positive allosteric modulators, primary screen, CHO-K1 cells, Fluo-8 calcium fluorescence, 1536-well; activation, % at 3 µM; CHO-K1 hM1, ACh EC20; 0% = ACh EC20, 100% = maximal ACh; 0.088% of 360,000 active; Muscarinic acetylcholine receptor M1 (Homo sapiens), P11229; in the data active = activation above about 19%, passing the limit was not always enough
CHRM4 antagonist: human M4 muscarinic receptor antagonists, primary screen, CHO cells, Fluo-8 calcium fluorescence; Muscarinic acetylcholine receptor M4 (Homo sapiens), P08173; 0.73% of 360,000 active; CHO-hM4 cells, ACh EC80; AID 624125, 2012; inhibition, % at 3 µM;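 active = inhibition above its plate's cutoff, the mean inhibition of sample wells plus 3 SD, cut at about 27% in these data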;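 also: 0% = acetylcholine EC80 with DMSO and 100% = DMSO without agonist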
M4 ag: human M4 muscarinic receptor agonists, primary screen, CHO-K1 cells, Fluo-8 calcium fluorescence. Muscarinic acetylcholine receptor M4 (Homo sapiens), P08173. 0.14% of 360,000 active. CHO-K1 hM4/Gqi5; vehicle 0%, full acetylcholine response 100%. activation, % at 3 µM;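 active = activation above the run mean over all test wells plus 3 SD, cut at about 32% in these data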;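 also: peak over basal fluorescence ratio per well then scaled between controls; 0% = DMSO wells and 100% = acetylcholine at EC100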
M5 ag: human M5 muscarinic receptor agonists, primary screen, CHO-K1 cells, Fluo-8 calcium fluorescence | Muscarinic acetylcholine receptor M5 (Homo sapiens), P08912 | CHO-K1 hM5 cells; 0% DMSO wells, 100% maximal acetylcholine response | activation, % at 3 µM | 0.19% of 360,000 active;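 active = activation above the run's mean over test compounds plus 3 SD, cut at about 23% in these data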;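 also: signal is peak over basal fluorescence ratio across the kinetic read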
M1 ag: human M1 muscarinic receptor agonists, primary screen, Fluo-8 calcium fluorescence, CHO-K1 cells, HTS. CHO-K1 hM1, agonist mode; 0% DMSO, 100% acetylcholine EC100. activation, % at 3 µM. 0.33% of 360,000 active;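 active = activation above the run's mean compound activation plus 3 SD, cut at about 16% in these data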;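 also: peak over basal fluorescence ratio within a 140 s kinetic read after compound addition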
M5 antag: human M5 muscarinic receptor antagonists, primary screen, CHO cells, Fluo-8 calcium fluorescence. 0.59% of 360,000 active. CHO-hM5 cells, ACh EC80. inhibition, % at 3 µM. Muscarinic acetylcholine receptor M5 (Homo sapiens), P08912. AID 624040, 2012;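 active = inhibition above a per-plate cutoff, the mean of that plate's test compounds plus 3 SD, cut at about 27% in these data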;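 also: 0% = acetylcholine EC80 with DMSO and 100% = DMSO without agonist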
Active calls of the source: *; . = not tested or not shown. Some of the compounds tested. The share of hits here may be higher or lower than overall.

SMILES	M5 PAM	CHRM1 antagonist	TAAR1 agonist	CHRM1 PAM	CHRM4 antagonist	M4 ag	M5 ag	M1 ag	M5 antag
COC(=O)c1ccc(NC(=O)C23CC4CC(C2)CC(n2cncn2)(C4)C3)cc1	2	-9	15	5	-1	1	-6	-2	0
CSCCC(NS(=O)(=O)c1ccc(C)cc1)C(=O)N1CCCCCCC1 (stereo unspecified)	2	-1	1	1	-4	2	-2	-8	5
Cc1c(C(=O)NC2CCS(=O)(=O)C2)oc2ccccc12 (stereo unspecified)	-4	2	1	3	1	0	-3	-3	27*
O=S(=O)(c1cccc(-c2cn3ccccc3n2)c1)N1CCCCC1	-1	4	0	3	3	8	-1	-3	0
CN1C(=O)CC(Nc2cccc3cccc(N)c23)C1=O (stereo unspecified)	10	0	.	4	-20	1	3	-4	2
CCCc1cc(-c2n[nH]c(=S)n2Cc2ccccc2)cs1	-8	13	0	-6	3	3	-1	-5	11
CN(CC(=O)Nc1ccc(F)cc1)C(=O)CSc1nc2ncc(Cl)cc2[nH]1	3	0	3	2	-15	1	-6	-3	1
Cc1ccccc1OCC(=O)Nc1nc(C)c(C(=O)N(C)C)s1	0	0	1	-2	1	1	-3	-6	1
CCCCCCn1nc(C(=O)N(CCCC)c2c(N)n(CCC)c(=O)[nH]c2=O)c2ccccc2c1=O	8	-17	0	10	2	0	0	-1	0
CCN(CC(=O)NCc1ccc(F)cc1)C(=O)C1CCN(C(=O)Nc2ccccc2)CC1	4	-6	12	6	8	0	1	-6	-1
COc1ccc(C(CC(=O)N2CCCC(C)C2)c2c(OC)cc(OC)c3ccc(=O)oc23)cc1 (stereo unspecified)	7	-2	3	5	-6	3	-9	-5	-1
OC(CC1CC12c1ccccc1-c1ncccc12)(c1ccccc1)c1ccccc1 (stereo unspecified)	-14	22	12	-20	3	-2	-5	-8	14
CSC1=NCCN1S(=O)(=O)c1ccc(Cl)cc1	7	-9	4	11	-8	0	-2	-7	-13
CCOC(=O)Cc1ncccc1C(=O)Nc1ccc(OC)cc1	11	-7	4	18	10	1	5	-7	-8
O=c1[nH]cn[nH]1	2	-7	2	2	-15	1	2	-2	-6
CCc1nc2ccc(C(=O)NCc3ccc4c(c3)OCO4)cn2c1N(C)Cc1ccc(OC)cc1	-11	15	2	-20	20	5	-2	-6	7
COc1ccc(CC(=O)NC(C)c2nnc(SCC(=O)c3ccc(OC)cc3)n2C)cc1 (stereo unspecified)	5	-6	0	12	-3	1	-1	-3	3
COc1ccc(N2C(=O)CC(NNC(=O)c3ccc(Br)s3)C2=O)cc1 (stereo unspecified)	1	2	5	10	-6	6	-2	-5	-3
CC(C)(C)c1ccc(C(=O)NCc2cccnc2)cc1	-6	-18	10	9	5	2	1	-2	3
CC(=O)N1C2=CCCC3CCCCC23c2ccccc21 (stereo unspecified)	3	-19	0	7	-15	-2	-1	-7	6
Cc1nc(-c2ccccc2)ccc1C(=O)O	-5	-2	8	7	-8	1	-3	-2	7
COc1ccc(CSc2nnnn2C)cc1F	-2	2	3	-3	4	0	-12	-6	-8
Cc1ccc(NC(=O)c2cc3c(s2)CCCC3)cc1S(=O)(=O)Nc1ccccc1Cl	-9	7	1	-1	0	3	-3	-6	-3
Nc1ncnc(Oc2ccccc2F)c1[N+](=O)[O-]	6	-11	-2	10	-3	1	-1	-3	-2
NCCc1nnc(SCC(N)=O)o1	0	13	5	0	3	0	2	-3	-2
Cc1cccc2cc(CN(Cc3cccnc3)C(=O)c3ccncc3)c(=O)[nH]c12	6	-4	3	11	14	1	3	-5	-3
CCN(C(=O)CSc1nnnn1C)C1CCS(=O)(=O)C1 (stereo unspecified)	2	-7	2	6	3	1	1	0	0
Cc1nc(Nc2ccccc2C(F)(F)F)sc1C(=O)N(C)C	4	-13	-1	10	9	2	0	-3	9
O=C(NC1CC2CCCC(C1)N2C(=O)Nc1cccc(F)c1)C1CC1 (stereo unspecified)	0	7	5	-1	-3	1	-4	-12	10
CC(C(=O)NCCS(=O)(=O)c1ccc(Br)cc1)S(=O)(=O)c1ccc(Cl)cc1 (stereo unspecified)	0	-6	4	5	-6	3	-2	-1	-1
COc1cc(-n2c(C)nc3cccnc32)c(Cl)cc1C(=O)O	-4	-6	0	3	-9	1	-2	-4	5
COc1ccc(-c2cnc3c(NC(C)=O)cc(-c4ccc(S(C)(=O)=O)cc4)cn23)cc1OC	4	-8	1	0	-10	-3	-1	-9	-12
Cc1ccc(CNn2cnnc2SCC(=O)NC(C)(C)C)cc1	-1	3	7	2	0	1	1	-4	-10
CCN(CC)C(=O)C1=C(C)N(CCCOC)C(=O)C(CC(=O)NCCCN(C)C)C1 (stereo unspecified)	5	-6	1	1	-4	0	1	-2	-10
N#Cc1ccc(NC(=S)NC(=O)C2CC2)cc1	6	-11	-1	8	-5	1	-2	-7	4
COc1ccc(-c2[nH]n(-c3ccc([N+](=O)[O-])cc3)c(=O)c2C=NCC2CCCO2)cc1 (stereo unspecified)	-2	-7	2	11	-2	1	0	-7	-5
Cn1c(CNC(=O)c2cccs2)n[nH]c1=S	-3	23	2	-3	6	0	2	-5	3
Cc1ccc(Cc2c(-c3cccc(Cl)c3)nc3ccc(Br)cn23)cc1	2	-30	-1	-1	1	0	-3	0	0
COC(=O)c1ccccc1NC(=S)NC(=O)COc1ccccc1Cl	-8	-2	0	6	2	2	-4	-5	0
CCOc1ccccc1N1CCN(CC(=O)Nc2nccs2)CC1	3	-14	-1	11	-15	2	1	-2	1
C=CCNC(=O)c1onc(CSc2ccc(Cl)cc2)c1C(=O)NCC=C	-8	-1	10	-2	3	2	-6	-9	20
C/C(=N\NS(=O)(=O)c1ccc(Cl)c([N+](=O)[O-])c1)c1ccc(C)o1	-1	-2	-1	2	2	1	-6	-3	0
COc1cccc(C(=O)N2CCN(C(=O)c3cccs3)CC2)c1OC	4	-6	6	6	0	0	-1	-5	-5
Nc1cc(=O)[nH]c(SCC(=O)Nc2cc(S(=O)(=O)N3CCOCC3)ccc2Cl)n1	1	8	4	-2	-2	4	2	-6	7
Cc1ncc(CO)c(/C=N/NC(=O)c2cc(Br)ccc2O)c1O	5	-14	1	10	3	2	-2	-1	-3
O=C(O)c1ccc(NS(=O)(=O)c2cc(C(=O)O)ccc2Br)cc1	2	-2	7	10	8	1	3	1	-1
CSC[C@H]1CN(Cc2ccccc2)C(=O)[C@@H]1CC(=O)Nc1ccc(Br)cc1	0	-16	0	4	-3	1	0	-1	3
O=S(=O)(NCc1cccnc1)c1ccccc1	0	-11	6	6	-6	1	1	-4	-3
O=C(NC1CCOC1)c1cc(COc2cccc(C(F)(F)F)c2)on1 (stereo unspecified)	-4	-9	2	2	-5	5	-6	-1	1
COc1ccc(OC)c2[nH]c(=O)c(CCNC(=O)c3cc4ccccc4o3)cc12	-9	2	3	-4	-23	14	3	-2	5

3 entries already listed, arranged by their value in CHRM1 antagonist, low to high.
Compound	CHRM1 antagonist
CCN(CC(=O)NCc1ccc(F)cc1)C(=O)C1CCN(C(=O)Nc2ccccc2)CC1	-6
COc1ccc(C(CC(=O)N2CCCC(C)C2)c2c(OC)cc(OC)c3ccc(=O)oc23)cc1 (stereo unspecified)	-2
Cc1c(C(=O)NC2CCS(=O)(=O)C2)oc2ccccc12 (stereo unspecified)	2

More compounds follow.
SMILES	M5 PAM	CHRM1 antagonist	TAAR1 agonist	CHRM1 PAM	CHRM4 antagonist	M4 ag	M5 ag	M1 ag	M5 antag
COc1cc(-c2nnc(CSc3nnc(Nc4ccc(Oc5ccccc5)cc4)s3)o2)cc(OC)c1OC	-8	8	0	-12	-1	2	-1	-12	12
COc1ccc(C(=O)N/N=C(\N)c2cc3ccccc3oc2=O)cc1	3	-2	0	1	-2	1	1	-5	12
CC/C(C)=C1\SC(N2CCN(c3cccc(C(F)(F)F)c3)CC2)=NC1=O	4	2	10	-2	2	-1	3	-2	1
Cc1cccc(NC(=O)c2cc(-c3c(C)cc(C)cc3O)n[nH]2)c1	-1	-11	1	0	1	0	-2	-2	-3
O=C1NCCOC(=O)[C@H](Cc2ccc(F)cc2)CC/C=C/C[C@H]1CC(=O)N(CCO)Cc1ccccc1	1	-7	1	7	-3	4	-1	-5	12
CN1CCN(C(=O)/C(=C/c2ccco2)NC(=O)c2ccccc2)CC1	2	-8	4	9	-5	1	-2	-8	5
COc1cc(OC)c(C(=O)OCC(=O)Nc2ccc(S(=O)(=O)N3CCOCC3)cc2)cc1OC	-7	-7	2	2	-18	4	2	0	13
O=[N+]([O-])c1cccnc1Sc1ccc(F)cc1	-1	-17	-2	8	3	-1	-3	-3	3
Cc1nnc(N/N=C/c2cccs2)[nH]c1=O	-1	-10	0	10	-11	1	0	-1	6
Cc1ccc2c(c1)nnn2C1CCN(S(=O)(=O)c2ccc(C(=O)NC3CCCC3)cc2)CC1	9	3	11	3	6	3	3	-3	-6
CSc1nnc(N2C(=O)C(O)=C(C(=O)c3ccco3)C2c2cccc(Cl)c2)s1 (stereo unspecified)	-4	-6	1	2	3	8	18	2	-2
N#Cc1cc(Oc2ccccc2)c(-n2nnc3ccccc32)cc1C#N	0	-4	0	3	5	1	-1	-5	-1
CC(C)(C)NC(=O)C1C(c2ccc(C(F)(F)F)cc2)=Nc2ccccc2N1C(=O)c1cccc2ccccc12 (stereo unspecified)	0	.	0	.	8	-1	-2	.	4
C/C(N)=C(/C#N)C(=O)CSc1ccccc1F	-5	6	6	-14	0	13	1	-7	-15
CCN(C(=O)Cn1c([N+](=O)[O-])cnc1C)c1ccccc1	-1	-16	3	8	-2	0	0	-2	-6
Cc1cccc(Cc2c(C)nc3c(C(=O)N4CCN(Cc5ccc6c(c5)OCO6)CC4)cnn3c2C)c1	4	-7	5	17	1	6	-2	4	3
CCCCCN(C(=O)CCC(=O)OC(C)C(=O)c1ccc(Cl)cc1)c1c(N)n(CCCC)c(=O)[nH]c1=O (stereo unspecified)	2	0	4	1	-16	0	-3	-6	4
COc1ccc(C(=O)c2ccc(Cl)cc2Cl)cc1	-3	-1	5	-3	-11	-2	-4	-5	-1
COc1ccc(OCC(O)Cn2ccnc2C)cc1 (stereo unspecified)	-1	-9	10	7	-5	1	-1	-7	-5
CS(=O)(=O)c1ccc(Nc2nc(C(N)Cc3ccccc3)cs2)cc1 (stereo unspecified)	-1	0	47*	2	4	1	0	-4	8
Cc1cc(NC(=O)COC(=O)CSCc2ccc(Cl)c(Cl)c2)no1	1	4	6	-3	3	2	2	-8	3
